Vif-APOBEC3F blk = inhibitors of Vif-A3F interaction; HeLa A3F-eYFP + Vif (tagged APOBEC3F with the HIV-1 protein that degrades it), YFP fluorescence increase; Potency, µM (doses to about 46.1 µM), for inactives: at the top dose activity, negative = active; 390,000 compounds, 0.2% hits; note: potency is the fitted concentration of half-maximal effect; % of control where 0% means no effect; nearly all actives have a fitted effect of over 65% in size
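HeLa cells stably expressing A3F-eYFP plus Vif, plated and incubated overnight at 37 deg C, then exposed to compounds overnight at 37 deg C. Blocked degradation read as raised yellow fluorescence (Ex 488/Em 500-530).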
D2 potentiator = positively modulates the human D2 dopamine receptor allosterically; HEK293 T-REx D2, calcium flux, EC20 dopamine potentiation; 340,000 compounds, 0.34% hits; AID 485347; P14416; potentiation, % at 10 µM;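 active = potentiation over 3 SD above the plate norm, cut at about 30% in these data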; note: 0% is about no effect
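Primary screen. Calcium kinetics in induced HEK293 T-REx D2 cells: compound pre-addition 180 s, EC20 dopamine, 180 s more.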
D1 ag = agonists of human D1 dopamine receptor. P21728. HEK293 T-REx D1 cells, calcium flux, agonist mode. activation, % at 2 µM. 360,000 compounds, 1% hits. AID 504660; in the data active = activation above about 30%; note: 0% is about no effect
Target sequence (P21728 whole entry, looked up): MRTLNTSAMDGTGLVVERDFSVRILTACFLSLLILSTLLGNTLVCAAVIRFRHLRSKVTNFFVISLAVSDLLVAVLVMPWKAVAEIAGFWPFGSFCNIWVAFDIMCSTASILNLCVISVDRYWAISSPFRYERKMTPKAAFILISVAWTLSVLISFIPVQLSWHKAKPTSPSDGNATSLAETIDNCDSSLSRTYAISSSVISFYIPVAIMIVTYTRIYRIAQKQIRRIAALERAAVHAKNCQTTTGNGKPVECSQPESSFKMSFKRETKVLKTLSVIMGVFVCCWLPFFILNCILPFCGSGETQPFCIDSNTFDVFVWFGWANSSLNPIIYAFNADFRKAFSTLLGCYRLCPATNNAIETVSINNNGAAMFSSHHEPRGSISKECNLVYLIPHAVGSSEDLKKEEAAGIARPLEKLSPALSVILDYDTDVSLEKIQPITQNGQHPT
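Agonism was scored from calcium flux recorded over 180 s (1 read/s) after pintool compound addition, following a 10-cycle baseline. Cells were inducible force-coupled HEK293 TREx D1, plated overnight at 30 C and loaded with no-wash calcium dye.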
D1 antagonist = antagonists of human D1 dopamine receptor | HEK293 TREx D1 cells, calcium flux, dopamine EC80; active compounds read low | activity change, negative = inhibition, % at 10 µM | AID 504652 | P21728 | 360,000 compounds, 3.2% hits; in the data active = activity change below about -30%; note: % is set by controls: 0 for no effect and ±100 for the full control effect
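Calcium flux readout: force-coupled, inducible Hek293 Trex D1 line, cells induced overnight at 30 C with tetracycline, dye-loaded 30–90 min at RT. Antagonism scored against EC80 dopamine challenge given 180 s after compound.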
Glioma ERSR ind = induces the endoplasmic reticulum stress response in human glioma cells; U87-MG GRP78 promoter luciferase reporter, 16 h; Potency, µM, for inactives: top-dose activation, usual class: activators; 420,000 compounds, 0.02% hits; AID 602332; note: potency is the fitted concentration of half-maximal effect; series mostly up to about 76 µM; % of control where 0% means no effect; nearly all actives have a fitted effect of over 35% in size
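Stably transfected U87-MG glioma cells carrying a GRP78-based luciferase sensor; 16 h compound incubation. Luminescence end-point read 10 min after Bright-Glo addition at room temperature.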
Vif-APOBEC3G blk = blocks the Vif interaction with human APOBEC3G; Q9HC16; HeLa A3G-eYFP + Vif (tagged APOBEC3G with the HIV-1 protein that degrades it), YFP fluorescence, overnight; Potency, µM (highest dose often 46.1 µM), for inactives: at the highest dose activity, negative = active, usual class: inhibitors; 410,000 compounds, 0.076% hits; AID 602310;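 note: potency is the fitted concentration of half-maximal effect; % is set by controls: 0 for no effect and ±100 for the full control effect; nearly all actives have a fitted effect of over 60% in size; hits raise eYFP signal because A3G escapes Vif-driven loss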
Target sequence (Q9HC16 whole entry, looked up): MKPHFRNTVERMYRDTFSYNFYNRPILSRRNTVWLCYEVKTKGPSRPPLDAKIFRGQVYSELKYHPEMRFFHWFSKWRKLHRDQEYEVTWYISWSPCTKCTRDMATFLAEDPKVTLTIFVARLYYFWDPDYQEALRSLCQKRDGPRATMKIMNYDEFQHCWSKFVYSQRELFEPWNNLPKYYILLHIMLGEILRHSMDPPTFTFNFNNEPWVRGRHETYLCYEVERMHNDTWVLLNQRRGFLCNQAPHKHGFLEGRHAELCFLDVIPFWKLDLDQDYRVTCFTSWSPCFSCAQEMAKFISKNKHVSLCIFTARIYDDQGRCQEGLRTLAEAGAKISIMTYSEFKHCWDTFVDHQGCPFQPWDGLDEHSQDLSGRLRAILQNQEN
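HeLa cells stably expressing Vif and C-terminally eYFP-tagged A3G, seeded overnight at 37 deg C, then exposed to compound by pintool overnight at 37 deg C. Rise in yellow fluorescence (Ex 488/Em 500-530, Acumen) marks blocked Vif-driven A3G degradation.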
D1 PAM = potentiators of human D1 dopamine receptor; P21728; HEK293 TREx D1 cells, calcium flux, dopamine EC20 potentiation; potentiation, % at 10 µM; 360,000 compounds, 0.036% hits; AID 504651; in the data active = potentiation above about 30%; note: 0% is about no effect
RXFP1 antagonist = antagonists of human relaxin receptor RXFP1; activity change, negative = inhibition, % at 57.5 µM; Q9HBX9; HEK293-RXFP1, relaxin-stimulated cAMP HTRF, 30 min; active compounds read low; 350,000 compounds, 0.59% hits;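 active = activity change of -60% or lower, but not beyond a set lower limit; inconclusive = change between -60% and -40%, or beyond the set limit; inactive = change above -40%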; note: % is set by controls: 0 for no effect and ±100 for the full control effect
RXFP1 agonist = activates the human relaxin receptor RXFP1; HEK293T-RXFP1 cAMP TR-FRET, 30 min; response scale: percent of porcine relaxin response, buffer zero; Potency, µM (highest dose often 57.5 µM), inactives show at the top dose activation, hits mostly activators; 370,000 compounds, 0.3% hits; AID 2676; note: potency is the fitted concentration of half-maximal effect; % is set by controls: 0 for no effect and ±100 for the full control effect; nearly all actives have a fitted effect of over 60% in size; many of its hits are not listed in these tables
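HEK293 cells stably expressing RXFP1, treated 30 min at 37C with compounds plus PDE4 inhibitor Ro 20174; cAMP measured by HTRF TR-FRET. Normalized to buffer and 29 nM porcine relaxin; EC50 by Hill fit.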
Active calls of the source: *; ? = inconclusive; nt = no result given; & = joins results of further samples. Unless noted, calls come from the whole dose curve; as a rule, active = well fitted curve in the direction sought with a large enough effect; inconclusive = small, poorly fitted or top-dose-only effect, or another doubt; inactive = no such curve, though single readings can be large; an effect the other way counts as inactive or inconclusive. These rows are one share of the data. The share of hits here may be higher or lower than overall.

compound	Vif-APOBEC3F blk	D2 potentiator	D1 ag	D1 antagonist	Glioma ERSR ind	Vif-APOBEC3G blk	D1 PAM	RXFP1 antagonist	RXFP1 agonist
Cc1ccc(S(=O)(=O)n2nccc2-c2c(-c3ccccc3)noc2C)cc1	-3%	-2	11	-4	-1%	-17%	-6	8	1.6%
CN1CCC(=C2c3ccccc3Sc3ccccc32)CC1	4%	nt	nt	nt	-1%&-6%&-4%	2%	nt	-24	nt
CCCC(=O)Nc1cc(OC)c(NC(=S)Nc2ccc(CC)cc2)cc1OC	3%	nt	nt	nt	1%	-5%	nt	-6	nt
Cc1ccccc1NC(=O)Cn1nc(-c2ccccc2)nc(Cc2ccccc2)c1=O	-6%	7	0	6	-2%	1%	-2	2	1.3%
CCCCN(CCCC)CCNC(=O)c1cn(CC)c2ccc(S(=O)(=O)N(C)C3CCCCC3)cc2c1=O	11%&-7%	-6&8	2&2	13&9	2%&-2%	4%&1%	-3&-1	1	-0.1%&2.5%
O=C(Cc1ccccc1[N+](=O)[O-])N1CCOCC1	-3%	nt	4	-2	-1%	0%	4	3	-0.3%
Cc1ccccc1NS(=O)(=O)c1ccc(Br)s1	-12%	15	50*	-21	0%	3%	1	nt	-1.7%
COc1cccc2cc(C(=O)Nc3cccnc3N3CCOCC3)c(=O)oc12	-11%	8	2	-7	-3%	2%	-1	2	0.2%
Cc1ccc(S(=O)(=O)N2CCCCC2)cc1C(=O)NCCCN1CCOCC1	4%	5	0	-16	-5%	-1%	-12	-8	-0.6%
CC(C)Cn1c(N)c(C(=O)COC(=O)C2CC(=O)N(c3ccc4c(c3)OCCO4)C2)c(=O)n(C)c1=O (stereo not drawn)	2%	-2	1	19	-5%	0%	-5	-18	1.8%
CNC(=O)C[C@@H]1C(=O)N(CCc2ccccc2)CC1(C)C	1%	nt	nt	nt	-6%	0%	nt	-7	nt
CCOC(=O)N1CCN(c2c(NCCN(C)Cc3ccccc3)c(=O)c2=O)CC1	1%	8	4	-9	-2%	1%	-1	nt	0.5%
COc1cccc(C2=CC(=O)CC(C)(C)C2=O)c1	2%	nt	nt	nt	-1%	2%	nt	14	nt
COc1ccc2oc(=Nc3ccccc3)c(-c3nc4ccccc4[nH]3)cc2c1	11µM*	-1	1	-4	3%	-28%	4	2	-1.8%
COc1ccc(N2CCN(C(=O)COC(=O)CSc3ccccc3)CC2)cc1	-2%	0	5	-18	-1%	2%	-8	11	0.4%
Cc1cc(-c2c(C)[nH]n(-c3ccc(Cl)cc3)c2=O)n(-c2ccccc2)n1	3%	1	2	7	-4%	0%	1	-4	0.4%
COCCNC(=S)Nc1cc2oc3ccccc3c2cc1OC	2%	-19	5	4	4%	-5%	-1	-8	1.2%
CCNC(=S)N1CCN(c2nc(-c3cccc(OC)c3)cs2)CC1	-3%	1	7	-30*	1%	1%	-6	-1	-0.5%
CN(c1ccccc1C(=O)Nc1ccc(F)c(Cl)c1)S(C)(=O)=O	15%	-9	2	-12	0%	-2%	8	-20	3.3%
COc1ccn(C2CCCCO2)c(=O)n1 (stereo not drawn)	5%	nt	nt	nt	-6%	2%	nt	-4	nt
OCc1cc(-c2ccccn2)no1	1%	6	0	-12	0%	4%	-6	nt	1.6%
COc1ccc(NC(=O)C2CCCN(S(=O)(=O)c3ccc4c(c3)CCCN4C(C)=O)C2)cc1 (stereo not drawn)	-10%&0%	-9&-6	1&-1	-2&-10	-3%&-3%	1%&1%	10&0	5&-23	-0.9%&-2.8%
CS(=O)(=O)N1CCN(c2ccc([N+](=O)[O-])cc2F)CC1	6%	-1	8	1	0%	-3%	3	6	-0.5%
O=C(CSc1ccc(Cl)cc1)Nc1ccccc1Oc1ccccc1	-12%	12	10	15	-1%	-7%	8	-17	0.6%
CC(=O)Nc1ccc(NCc2nnc3n2CCCCC3)cc1	-1%	6	0	-13	-4%	4%	-2	nt	-3.6%
Cc1cccc(C)c1OCC(N)C(C)C (stereo not drawn)	-2%	-8	13	-21	-3%&-3%	0%	-7	nt	1.6%
CCc1ccc(NC(=S)N2CCN(c3cccc(C(F)(F)F)c3)CC2)cc1	4%	-18	3	-27	-3%	-2%	-4	-15	0.1%
COc1cccc(C2Nc3c(F)cc(Br)cc3C3C=CCC32)c1OC (stereo not drawn)	2%	6	0	11	-2%	-6%	8	-15	2.2%
CC(=O)Nc1cccc(NC(=O)CSc2nnc3ccc(-c4cccnc4)nn23)c1	4%	13	3	-9	-2%	-2%	-2	-28	13%
NCCCCCC(=O)O	-1%	8	3	16	-2%&-3%&-2%&-5%	3%	4	-11	0.3%
CN(Cc1ccc(Cl)cc1)C(=O)COC(=O)CSc1ccc([N+](=O)[O-])cc1	10%	8	8	-17	-1%	0%	-5	3	-1.5%
Cc1ccc(CNC(=O)c2ccc(S(=O)(=O)N(C)C)cc2)n1C	-23%	7	6	10	0%	0%	nt	1	0.4%
Cc1ccc(NC(=S)NNC(=O)c2nn(C)c(C)c2Cl)cc1	10%	nt	2	-5	1%	0%	-4	-27	1.4%
Cc1ccc2c(c1)-c1c(cnn1CC(=O)O)CO2	0%	26	3	-12	1%	1%	0	-5	-4.9%
COc1ccccc1C(=O)N(NC(=O)Oc1ccccc1)C(C)(C)C	4%	-5	0	8	0%	2%	2	-3	6.3%
COc1ccc(-c2nc(CN3CCN(c4ncnc5ccccc45)CC3)c(C)o2)c(OC)c1	3%	-5	7	-9	-4%	4%	-1	-14	1.5%
O=C(c1ccco1)N1CCN(c2nnc(-c3ccccc3)c3ccccc23)CC1	-10%	-2	12	2	-2%	-18%	-1	2	-0.4%
O=C(Nc1ccc(OC(F)(F)F)cc1)c1ccc2c(c1)no[n+]2[O-]	3%	nt	nt	nt	17%	?	nt	-28	nt
COc1ccc(S(=O)(=O)N2C(=O)/C(=C3\SC(N)=NC3=O)c3ccccc32)cc1	9%	1	3	-1	-1%	1%	1	-8	0.6%
Cc1ccc(NC(=O)NN2CCOCC2)cc1	0%	10	0	-1	3%	-1%	11	1	0.7%
COC(=O)CC1=C(C(=O)OC)C(c2ccc3c(c2)OCO3)C(C#N)=C(N)O1 (stereo not drawn)	-25%	4	0	9	-2%	1%	-4	-11	0.0%
C/C(=N\NC(=O)c1nnn(-c2nonc2N)c1CN(C)c1ccccc1)c1cccs1	0%	3	4	29	-6%	0%	3	-27	0.8%
COc1cccc(NC(=O)Cn2c(=O)n(Cc3ccc(C(=O)NCc4ccc(C)cc4)cc3)c(=O)c3ccccc32)c1	0%	3	9	-1	-2%	0%	7	nt	1.6%
CCOC(=O)N1CCc2c(sc3c2c(=O)n(-c2ccc(CC)cc2)c(=O)n3CC(=O)NCC2CCCO2)C1 (stereo not drawn)	-3%	4	1	0	-1%	5%	-3	9	6.4%
Cc1cc(C)cc(NC(=O)Cn2c(=O)oc3cc(S(=O)(=O)N4CC(C)CC(C)C4)ccc32)c1 (stereo not drawn)	-2%	7	5	-21	-1%	-9%	-4	nt	2.2%
COc1ccc(/C=N/n2c(-c3n[nH]c4c3CCC4)n[nH]c2=S)cc1	11%	2	2	12	-3%	-2%	2	-11	3.1%
O=C(Nc1ccc(SC(F)F)cc1)C1=COCCO1	-2%	nt	0	-5	-2%	1%	-7	-9	0.2%
CCN(CC)C(=O)Cc1ccccc1	-10%	-4	0	4	-3%	0%	-8	4	0.0%
CCC(=O)N1CCc2cc(S(=O)(=O)CCC(=O)N3CCN(c4ccc(C(C)=O)cc4)CC3)ccc21	-1%&-7%	9&10	1&3	-13&-5	-2%&0%	8%&3%	-15&-2	-1	2.2%&4.3%
c1ccc2sc(-c3ccc4c(c3)OCO4)nc2c1	5%	31*	1	-13	-12%	0%	-8	-14	7.0%
O=C(Nc1ccc(N2CCCC2)cc1)c1cc(Br)ccc1Cl	?	-2	2	3	-2%	?	1	-2	0.0%
COc1ccc(CC(=O)Nc2cc(S(=O)(=O)N3CCOCC3)ccc2N2CCOCC2)cc1	-2%	4	0	4	0%	4%	-2	-5	-1.1%
CNc1sc(C(=O)c2ccccc2F)c(N)c1-c1nc2ccccc2s1	-2%	-4	6	1	6%	0%	1	-5	-1.4%
COc1ccc(CCC(=O)NCCOc2ccc(C)cc2)cc1	5%	0	2	4	-2%	2%	-4	-2	-1.9%
COCCCNC(=O)CCc1c(C)nc2c(c(C)nn2-c2ccccc2)c1C	-12%	-2	1	10	-2%	0%	-6	1	-0.6%
CC(=O)N1CCc2cc(C(=O)CN3CCN(C(=O)c4ccco4)CC3)ccc21	7%	-9	2	29	2%	7%	-2	1	2.4%
O=C(CC1S/C(=N\S(=O)(=O)c2ccc(F)cc2)N(c2ccccc2)C1=O)Nc1ccccc1 (stereo not drawn)	3%	10	5	-11	-8%	-7%	-7	-14	1.6%
COC(=O)C1CCN(C(=O)CN(C)Cc2ccc(C(C)(C)C)cc2)CC1	3%	17	3	-22	-5%	-3%	-2	-15	-1.6%
CN(C(=O)c1ccc(Br)o1)C1(C)CCS(=O)(=O)C1 (stereo not drawn)	2%	10	4	2	3%	2%	-6	10	1.9%
CCOc1ccc(S(=O)(=O)Nc2nc3ccccc3nc2Nc2ccc(OC)cc2)cc1	-18%	10	6	-2	-1%	-11%	-2	nt	2.5%
CCc1ccc(S(=O)(=O)Nc2ccc(-c3ccc4nnc(C)n4n3)cc2)s1	3%	21	6	-1	-2%	-8%	1	-6	11%
CCN(C(=O)CCc1nnc2ccc(N3CCC4(CC3)OCCO4)nn12)c1ccccc1	-8%	-6	1	-22	-3%	0%	-3	37	11%

Source: PubChem BioAssay (National Center for Advancing Translational Sciences (NCATS))
